ROC1-CUL1 inh: human ROC1-CUL1 E3 ligase inhibition; in vitro K48 di-Ub FRET, acceptor:donor ratio, 45 min; inhibition, % at 10 µM; hit rate 0.6% among 140,000; in the data active means inhibition above about 25%
Target sequence (P62877 whole entry, looked up): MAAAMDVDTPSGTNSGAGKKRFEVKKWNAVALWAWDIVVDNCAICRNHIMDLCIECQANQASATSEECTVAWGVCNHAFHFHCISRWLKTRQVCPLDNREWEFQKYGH
Target sequence (Q13616 whole entry, looked up): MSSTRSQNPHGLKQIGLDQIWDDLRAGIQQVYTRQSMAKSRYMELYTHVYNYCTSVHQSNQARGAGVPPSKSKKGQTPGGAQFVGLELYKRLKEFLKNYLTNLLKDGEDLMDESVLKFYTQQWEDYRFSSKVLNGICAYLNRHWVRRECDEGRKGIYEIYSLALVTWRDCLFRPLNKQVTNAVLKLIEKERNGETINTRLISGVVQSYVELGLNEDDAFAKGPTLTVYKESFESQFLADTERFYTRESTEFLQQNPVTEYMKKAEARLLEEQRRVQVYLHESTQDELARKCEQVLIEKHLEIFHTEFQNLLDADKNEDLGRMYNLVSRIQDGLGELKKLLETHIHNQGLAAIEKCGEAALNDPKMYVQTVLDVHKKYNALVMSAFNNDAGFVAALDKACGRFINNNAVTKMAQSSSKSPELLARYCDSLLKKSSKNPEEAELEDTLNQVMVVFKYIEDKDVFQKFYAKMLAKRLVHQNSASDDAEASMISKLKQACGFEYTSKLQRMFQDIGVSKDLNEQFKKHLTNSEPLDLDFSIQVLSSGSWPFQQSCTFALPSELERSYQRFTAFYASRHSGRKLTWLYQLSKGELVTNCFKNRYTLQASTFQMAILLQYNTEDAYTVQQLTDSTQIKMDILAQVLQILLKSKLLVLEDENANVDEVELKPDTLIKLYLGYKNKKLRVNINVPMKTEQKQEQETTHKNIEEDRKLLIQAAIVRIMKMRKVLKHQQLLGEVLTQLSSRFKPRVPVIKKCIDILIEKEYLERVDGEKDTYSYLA
The depositor's hits bear a star.

smiles	ROC1-CUL1 inh
CCOC(=O)c1ccccc1NC(=O)CN(c1cc(C(F)(F)F)ccc1Cl)S(C)(=O)=O	-1
NC(=N/N=C/c1ccco1)SC1CC(=O)N(c2ccccc2)C1=O (stereo unspecified)	-2
O=C(O)C1C2C=CC(C2)C1C(=O)NCCCn1ccnc1 (stereo unspecified)	-5
O=S(=O)(N1CCCCC1)N1CCc2[nH]nc(COc3ccccc3)c2C1	3
COc1ccccc1/C=N/Nc1nnnn1-c1cccc2ccccc12	-9
O=C(NCc1ccccc1)c1ccc(CN2CCCCC2)cc1	-2
CCc1cccc(NC(=O)c2c(C)oc3ncnc(N4CCCCC4)c23)c1	6
CSc1ccc(N/N=C/c2nc3ccccc3s2)cc1	-3
O=C(NC(=S)Nc1ccc2oc(-c3ccccc3)nc2c1)C(c1ccccc1)c1ccccc1	-1
COc1cccc(-c2ccc(NC(=O)C3CCCN(Cc4ccon4)C3)cc2)c1 (stereo unspecified)	1
COC(=O)Cc1cc(OC)c(OC)cc1S(=O)(=O)Nc1ccccc1C(=O)OC	-5
CCOc1ccc2ncc3c(-c4ccccc4)nn(CC(=O)Nc4cccc(F)c4)c3c2c1	1
O=C(COc1ccccc1Br)N1CCN(c2ncccn2)CC1	13
Cc1ccc(OCCSc2ncccn2)c(Br)c1	-4
COCOc1ccc(C(O)(c2ccc(OCOC)cc2)c2nccn2COC)cc1	-3
O=C(Oc1ccc2c(=O)c(-c3ccccc3Cl)c(C(F)(F)F)oc2c1)c1cccs1	5
CCNS(=O)(=O)c1ccc(C)c(-n2cnnn2)c1C	5
COc1cc(OC)c2nc(C)c3c(c2c1)N(c1cccc(C(F)(F)F)c1)CC3	3
CC(C)[C@H](NC(=O)c1cn(C/C=C/c2ccccc2)nn1)C(N)=O	-2
CCOC(=O)c1ccc(N2C(=O)c3n[nH]c(-c4cccs4)c3C2c2cccc(OC)c2)cc1 (stereo unspecified)	-6
COc1cccc(CNS(=O)(=O)c2ccc3c(c2)C(C(C)C)C(=O)N3)c1 (stereo unspecified)	0
CCOC(=O)c1cc(-c2ccccc2)c(=S)sc1N	-6
O=[N+]([O-])c1ccc(/C=C/c2ccc3ccccc3n2)cc1	12
COc1ccccc1C1CN(CCNC(=O)CCc2scnc2C)Cc2ccccc2O1 (stereo unspecified)	11
CCCCOC(=O)/C(C#N)=C\c1ccc(-c2ccc(Cl)cc2)o1	1
Nc1sc2c(c1C(=O)NCCc1ccccc1)CCC2	4
CCOc1ccc(/C=C2\SC(=Nc3ccc(F)cc3)NC2=O)cc1OC	5
COc1cc(NC(=O)CSc2ccc(-c3ccccn3)nn2)cc(OC)c1	-1
O=C(N=C1S/C(=C/c2cccnc2)C(=O)N1c1ccccc1)c1ccccc1	4
CCOc1ccc2ccccc2c1C=Nc1sc2c(c1C#N)CCCC2	-4

An excerpt from above in order of heavy-atom count, ascending:
smiles	ROC1-CUL1 inh
O=C(N=C1S/C(=C/c2cccnc2)C(=O)N1c1ccccc1)c1ccccc1	4
O=C(Oc1ccc2c(=O)c(-c3ccccc3Cl)c(C(F)(F)F)oc2c1)c1cccs1	5
CCOC(=O)c1ccccc1NC(=O)CN(c1cc(C(F)(F)F)ccc1Cl)S(C)(=O)=O	-1

Further records follow:
smiles	ROC1-CUL1 inh
Cc1ccccc1-c1cnnc(NCC[C@@H]2C[C@@H]3C=C[C@H]2C3)n1	-2
Cc1ccc(Cl)cc1N1CCN(CCCNC(=O)c2ccc3nc(N4CCCCC4)sc3c2)CC1	-2
Cn1c2ccccc2c2nsnc21	5
CNC(=S)NNC(=O)c1cc(C)n(C)n1	-4
CC(C)(C)c1ccc(CSc2nnc(NC(=O)c3ccccc3Br)s2)cc1	-2
COc1ccc(Cl)cc1NC(=O)CCS(=O)(=O)c1nc(-c2cccs2)cc(C(F)(F)F)n1	-4
N#CC1(c2ccc(OCc3ccccc3)cc2)CC(=O)N1c1ccccc1 (stereo unspecified)	-2
Cc1nc(NC(=O)C2CC2)sc1C	-4
Cc1cc(C)nc(N=c2ssnc2Cl)c1	0
O=C(COc1ccccc1)Nc1nnc2n1CCS2	12
CCN(CC)S(=O)(=O)c1cccc(-c2csc(C)n2)c1	-1
CC(C)CCn1c(CN(C)C2CCOCC2)cnc1S(=O)(=O)C(C)C	0
CCOC(=O)c1c(-c2ccc(C)o2)csc1NC(=O)C(OC(C)=O)c1ccccc1 (stereo unspecified)	0
c1ccc(CN2N=Nc3cccc4cccc2c34)cc1	-1
N=C1/C(=C/c2cccc(OC(=O)c3ccc(Cl)cc3)c2)C(=O)N=C2SC(c3cccs3)=NN12	50*
CCN1C(=O)S/C(=C/c2ccc(-c3cccc(C(=O)O)c3C)o2)C1=O	10
COc1ccc(-c2[nH]ncc2CN(C)Cc2nc(-c3ccncc3)no2)c(F)c1	0
COc1ccc(C2CC(=O)C3=C(C2)Nc2ncnn2C3c2cccnc2)cc1OC (stereo unspecified)	2
COc1ccc(C(=O)N2CCC(c3nc4ccccc4o3)CC2)cc1	2
COC(=O)c1ccc(NC(=O)c2ccc(C(C)(C)C)cc2)cc1	1
Cc1cc(NC(=O)Cn2nc(C(F)(F)F)cc2C2CC2)no1	2
COc1ccccc1C(=O)N(c1ccc(C)cc1)S(=O)(=O)c1ccc(Cl)cc1	-7
COc1ccc(NC(=O)c2c(-c3ccc(C)cc3)nnc3ccccc23)cc1Cl	-5
Cc1ccc(-c2nonc2NC(=O)c2ccc(F)cc2)cc1C	-4
Cc1oc2cc3oc(=O)c(CC(=O)NCc4ccccc4)c(C)c3cc2c1C	-3
CC(C)CC(=O)Nc1ccccc1C(C)C	1
CCCCNC(=O)c1nnn(-c2c(C)cccc2C)c1C	6
CCN(CCCNC(=O)c1cc2c(=O)[nH]c3ccccc3c2s1)c1ccccc1	12
Cc1cc2ncn(S(=O)(=O)c3ccc([N+](=O)[O-])cc3)c2cc1C	-1
CCC(C)NC(=O)c1ccc(OCc2ccccc2)cc1 (stereo unspecified)	-8

Already shown: an excerpt of the list.
smiles	ROC1-CUL1 inh
Cn1c2ccccc2c2nsnc21	5
CNC(=S)NNC(=O)c1cc(C)n(C)n1	-4
CC(C)(C)c1ccc(CSc2nnc(NC(=O)c3ccccc3Br)s2)cc1	-2
COc1ccc(Cl)cc1NC(=O)CCS(=O)(=O)c1nc(-c2cccs2)cc(C(F)(F)F)n1	-4
N#CC1(c2ccc(OCc3ccccc3)cc2)CC(=O)N1c1ccccc1 (stereo unspecified)	-2
Cc1nc(NC(=O)C2CC2)sc1C	-4
Cc1cc(C)nc(N=c2ssnc2Cl)c1	0
O=C(COc1ccccc1)Nc1nnc2n1CCS2	12
CCN(CC)S(=O)(=O)c1cccc(-c2csc(C)n2)c1	-1
CC(C)CCn1c(CN(C)C2CCOCC2)cnc1S(=O)(=O)C(C)C	0
CCOC(=O)c1c(-c2ccc(C)o2)csc1NC(=O)C(OC(C)=O)c1ccccc1 (stereo unspecified)	0
c1ccc(CN2N=Nc3cccc4cccc2c34)cc1	-1
N=C1/C(=C/c2cccc(OC(=O)c3ccc(Cl)cc3)c2)C(=O)N=C2SC(c3cccs3)=NN12	50*
CCN1C(=O)S/C(=C/c2ccc(-c3cccc(C(=O)O)c3C)o2)C1=O	10
COc1ccc(-c2[nH]ncc2CN(C)Cc2nc(-c3ccncc3)no2)c(F)c1	0
COc1ccc(C2CC(=O)C3=C(C2)Nc2ncnn2C3c2cccnc2)cc1OC (stereo unspecified)	2
COc1ccc(C(=O)N2CCC(c3nc4ccccc4o3)CC2)cc1	2
COC(=O)c1ccc(NC(=O)c2ccc(C(C)(C)C)cc2)cc1	1
Cc1cc(NC(=O)Cn2nc(C(F)(F)F)cc2C2CC2)no1	2
COc1ccccc1C(=O)N(c1ccc(C)cc1)S(=O)(=O)c1ccc(Cl)cc1	-7
COc1ccc(NC(=O)c2c(-c3ccc(C)cc3)nnc3ccccc23)cc1Cl	-5
Cc1ccc(-c2nonc2NC(=O)c2ccc(F)cc2)cc1C	-4
Cc1oc2cc3oc(=O)c(CC(=O)NCc4ccccc4)c(C)c3cc2c1C	-3
CC(C)CC(=O)Nc1ccccc1C(C)C	1
CCCCNC(=O)c1nnn(-c2c(C)cccc2C)c1C	6
CCN(CCCNC(=O)c1cc2c(=O)[nH]c3ccccc3c2s1)c1ccccc1	12
Cc1cc2ncn(S(=O)(=O)c3ccc([N+](=O)[O-])cc3)c2cc1C	-1
CCC(C)NC(=O)c1ccc(OCc2ccccc2)cc1 (stereo unspecified)	-8

Other records.
smiles	ROC1-CUL1 inh
Cc1cc(C(=O)NCC2CCCN(Cc3cc4c(cc3Cl)OCO4)C2)no1 (stereo unspecified)	0
CC(C)c1ccc(Nc2c(-c3ccccc3O)nc3cnccn23)cc1	2
CC1(C)CC(=O)C(C(=O)c2ccccc2)C(=O)C1Cl (stereo unspecified)	1
COc1ccc(CCNC(=O)c2cnn(-c3cccc(C)c3)c2C2CCNCC2)cc1OC	4
OC(COc1ccc(C2(c3ccc(OCC(O)CN4CCOCC4)cc3)c3ccccc3-c3ccccc32)cc1)CN1CCOCC1 (stereo unspecified)	4
CCN1C(=O)c2ccc(C(=O)NCc3ccc4c(c3)OCO4)cc2C1=O	-1
CCc1c(C(=O)Nc2nnc(-c3cccnc3)s2)csc1C	13
COC(=O)COc1ccc(NC(=O)COc2ccc(C(C)(C)C)cc2)cc1	3
COc1ccccc1OC(C)C(=O)NC1CCCCCC1 (stereo unspecified)	5
CCC(=O)N1CCN(c2nc3c(c(=O)n(C)c(=O)n3C)n2Cc2ccc(F)cc2)CC1	3
Cn1cc(CN2CCC(C3CCN(c4ncccn4)CC3)C2)cn1 (stereo unspecified)	1
Cc1ccc(NC(=O)c2ccc(C(F)(F)F)cc2)cc1O	-4
N#Cc1nc(COc2ccc(Cl)cc2)oc1NCc1ccc(F)cc1	2
CCN1C(=O)CC(CC(=O)N2C[C@@H](C)O[C@@H](C)C2)(c2cccc(C(F)(F)F)c2)C1=O (stereo partly specified)	4
COC(=O)C1(c2ccccc2)C(c2ccc(C)cc2)C(C(=O)OC)(c2ccccc2)C1c1ccc(C)cc1 (stereo unspecified)	5
O=C(NCc1ccccc1Cl)c1c2c(nc3ccccc13)C(=O)N(C1CCCCC1)C2	4
COc1ccc(-c2cc(C(F)(F)F)nc(SCC(=O)Nc3ccc(OC)cc3OC)n2)cc1	-5
CCN(C(=O)c1cc2c(=O)oc3ccc(C)cc3c2s1)c1ccccc1C	-3
CCCC(CCC)C(=O)Nc1cccc(-c2cn3cccnc3n2)c1	-3

These rows are one share of the data; rates above refer to the full screens.
